ERa SRC1 pot – ER-alpha (human) coactivator binding potentiation; P03372; TR-FRET ERalpha-LBD/SRC-Cy5 coactivator binding, 2 h; 100 = basal binding, no effect; coactivator binding (% of control), % at 25.6 µM; hit rate 1.3% among 86,000; in the data active = activity above about 200%;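 also: binding measured in presence of low estradiol as agonist stimulus; 0% = peptide alone without receptor and 100% = receptor with peptide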
Target sequence (P03372 whole entry, looked up, the tested form may be a part): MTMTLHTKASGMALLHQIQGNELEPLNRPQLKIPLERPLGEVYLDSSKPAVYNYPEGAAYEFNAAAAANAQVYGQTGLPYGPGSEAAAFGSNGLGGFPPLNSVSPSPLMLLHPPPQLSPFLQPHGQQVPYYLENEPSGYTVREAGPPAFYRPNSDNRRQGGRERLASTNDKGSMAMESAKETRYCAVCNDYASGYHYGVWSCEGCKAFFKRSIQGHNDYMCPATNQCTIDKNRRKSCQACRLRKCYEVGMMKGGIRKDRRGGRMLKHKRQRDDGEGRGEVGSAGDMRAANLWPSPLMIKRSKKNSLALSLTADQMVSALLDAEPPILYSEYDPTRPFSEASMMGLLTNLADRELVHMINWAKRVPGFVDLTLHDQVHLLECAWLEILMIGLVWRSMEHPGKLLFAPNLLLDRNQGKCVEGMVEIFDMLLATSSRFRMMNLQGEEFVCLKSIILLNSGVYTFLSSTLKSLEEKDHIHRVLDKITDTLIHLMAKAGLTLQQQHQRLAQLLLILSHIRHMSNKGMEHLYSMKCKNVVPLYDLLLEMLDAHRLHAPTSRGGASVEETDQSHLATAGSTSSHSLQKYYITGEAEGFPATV
ERa coact inh – ER-alpha (human) coactivator binding inhibition; P03372; TR-FRET ER-alpha LBD / SRC-1 peptide, estradiol-bound; inhibition, % at 25.6 µM; hit rate 1.7% among 86,000; in the data active = inhibition above about 50%;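 also: 0% = receptor plus peptide control and 100% = peptide only without receptor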
H69AR growth 86K – blocks growth of human H69AR lung tumor cells. H69AR lung tumor viability, ATP luminescence, 72 h; stronger effect = lower value. AID 598. hit rate 6% among 85,000. viability, % at 10 µM;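 active = viability at or below 40%; inactive = viability above 40%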;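 also: multidrug resistant small cell line overexpressing MRP-1 efflux transporter; 100% = mean luminescence of untreated control wells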
Smad3 FoxH1 inh – blocks human Smad3 binding to FoxH1 peptide; TR-FRET Smad3/Dy647-FoxH1 peptide binding, europium anti-His; inhibition, % at 25 µM; hit rate 0.29% among 88,000; AID 630;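 active = compounds that reduce the energy-transfer binding signal between the protein and its labelled peptide by more than half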;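 also: 0% = Smad3 plus labelled peptide maximal FRET and 100% = peptide-only background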
Target sequence (P84022 whole entry, looked up): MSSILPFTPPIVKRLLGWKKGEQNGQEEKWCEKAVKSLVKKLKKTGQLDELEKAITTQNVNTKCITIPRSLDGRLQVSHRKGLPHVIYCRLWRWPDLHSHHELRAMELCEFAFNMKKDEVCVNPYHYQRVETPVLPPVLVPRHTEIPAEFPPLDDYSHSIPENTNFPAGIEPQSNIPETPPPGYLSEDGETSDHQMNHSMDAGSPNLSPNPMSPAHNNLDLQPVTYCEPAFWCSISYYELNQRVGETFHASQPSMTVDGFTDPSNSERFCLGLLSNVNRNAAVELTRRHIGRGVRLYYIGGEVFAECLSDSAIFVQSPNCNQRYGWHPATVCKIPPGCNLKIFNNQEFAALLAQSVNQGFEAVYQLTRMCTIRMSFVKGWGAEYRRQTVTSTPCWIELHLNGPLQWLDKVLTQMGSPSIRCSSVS
HUVEC inhibit – blocks proliferation of human endothelial cells | HUVEC proliferation, CellTiter-Glo luminescence, 72 h; stronger effect = lower value | viability, % at 10 µM (by protocol) | hit rate 1.1% among 86,000 | AID 648;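 active = viability at or below 30%; inactive = viability above 30%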;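 also: 100% = median luminescence of DMSO-only cell control wells on each plate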
Fibroblast inh – blocks proliferation of human lung fibroblasts | AID 719 | viability, % at 10 µM | LL 47 human lung fibroblast viability, ATP luminescence; stronger effect = lower value | hit rate 1.1% among 85,000;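 active = viability at or below 50% in the single dose screen; inactive = viability above 50%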;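 also: compound exposure lasted 72 h before the ATP readout; 100% = median luminescence of untreated cell-only wells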
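Material: human LL 47 lung fibroblast cells; quantity: 1,150 cells/well; medium: IMEM plus 15% FBS; doses: 0.1% DMSO in all compound wells; timing: overnight attachment after seeding, then 72 h compound exposure at 37 °C; detection: CellTiter-Glo luminescence; measure: % viability of median cell-only signal; controls: cell-only wells, no compound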
CD11b adhes enh – CD11b/CD18-fibrinogen binding enhancement | P05107+P11215 | K562 CD11b/CD18 adhesion to fibrinogen, ATPlite luminescence | activation, % at 10 µM | hit rate 0.07% among 93,000;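 active = 10 µM primary screen giving 50% or more activity, confirmed by 40% or more on retest at that dose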; also: strong numbers were not always called active
ERb coact inh – ER-beta (human) coactivator binding inhibition. Q92731. TR-FRET ER-beta LBD / SRC1-Cy5 peptide binding; receptor agonist-loaded with 1 µM estradiol. inhibition, % at 25.6 µM. hit rate 1.3% among 86,000;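 active = compounds whose percent inhibition of the receptor-coactivator binding signal exceeds about 50% in the single-dose screen, limit read from the data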;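 also: 0% = receptor plus peptide wells without compound and 100% = peptide-only wells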
MT1-MMP txn act – MT1-MMP promoter transcription activation; AID 750; HT1080 MT1-MMP promoter luciferase reporter, luminescence, overnight; stronger effect = higher value; activation factor at 10 µM; hit rate 0.16% among 86,000;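 active = activation factor of at least 2 for MT1-MMP transcription at 10 µM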
An asterisk follows results filed as active; · = no result given; [ ] = another dose, or the depositor's remark. This is a subset; rates above refer to the full screens.

SMILES	ERa SRC1 pot	ERa coact inh	H69AR growth 86K	Smad3 FoxH1 inh	HUVEC inhibit	Fibroblast inh	CD11b adhes enh	ERb coact inh	MT1-MMP txn act
CCCc1nnc(NC(=O)c2cccc(OC)c2)s1	115	0	84	4	100	101	-1	-8[fluorescence artefact?]	1
O=C(Nc1nc2ccccc2s1)C1CC(=O)N(c2ccc(Cl)cc2)C1 (centres undefined)	103	5	58	-10	74	101	3	2	·
COc1ccc(-c2nc3oc4cc(OC)ccc4c(=O)c3c(=O)n2Cc2ccco2)cc1	86	42	3.8*	16	102	100	1	23	1.1
O=C(NCCCN=C1NS(=O)(=O)c2ccccc21)c1ccc(S(=O)(=O)N2CCCCC2)cc1	113	-3[fluorescence artefact?]	67	12	64	90	-3	-8	1.1
COc1cc(C(=O)NCc2nnc(SCC(=O)N3CCc4ccccc43)o2)cc(OC)c1OC	103	8	83	0	95	105	-3	6[fluorescence artefact?]	1.1
COc1ccc(S(=O)(=O)NC(C)C(=O)O)cc1 (centres undefined)	102	-1	102	-9	106	116	-4	-5	1.1
Brc1ccc(-c2csc(NNC3=NCCCCC3)n2)cc1	96[fluorescence artefact?]	3	41	-17	83	48*	-1	0	1.2
CCOc1ccc(C2c3c(oc4ccccc4c3=O)C(=O)N2CCCN2CCOCC2)cc1OCC (centres undefined)	97[fluorescence artefact?]	7[fluorescence artefact?]	80	-11	92	97	11	9[fluorescence artefact?]	1.1
COC(=O)CN(Cc1ccco1)S(=O)(=O)c1ccccc1	96	23	85	-6	92	96	0	14	1.1
COCc1cc(C)nc2sc3c(=O)oc(C)nc3c12	101[fluorescence artefact?]	1[fluorescence artefact?]	98	4	87	103	-2	-3[fluorescence artefact?]	1.1
CC1CC(C)CN(CCCNC(=O)c2ccc3c(c2)NC(=O)C(N2CCCCC2)S3)C1 (centres undefined)	99	-9	102	-10	100	107	13	3[fluorescence artefact?]	1.1
O=c1[nH]c2sc3c(c2c2nncn12)CCCC3	101	4	83	9	96	109	·	9	1
COC(=O)C1CCN(c2cc(=O)n(-c3ccc(OC)cc3)c(=O)[nH]2)CC1	116	-10	93	-4	85	95	-2	-22[fluorescence artefact?]	0.9
COc1ccc(C(=O)OCn2nnc3ccccc3c2=O)cc1OC	98	-8	82	5	116	98	-4	-2	1.2
C=CCn1c(SCC(=O)Nc2c(C)n(C)n(-c3ccccc3)c2=O)nc2sc(C)c(-c3ccccc3)c2c1=O	92	-7	61	7	74	99	·	-6	1.1
N#CCc1ccc(NS(=O)(=O)c2cccs2)cc1	101	-10	88	2	97	101	3	-2	1
CCn1c(CNC(=O)COc2ccc(C(C)C)cc2)nnc1SCC(=O)NC1CCCCC1C (centres undefined)	109	-17	82	5	88	89	·	-6	1.3
Cc1cn(C2CC3OCC3O2)c(=O)[nH]c1=O (centres undefined)	113	-11	97	0	90	99	-2	-8	1.1
CC(C)CCNC(=O)Cn1cc2c(n1)CCCCC2	121	17	106	4	100	93	-1	-1[fluorescence artefact?]	1.2
Cn1cc(Br)c(C(=O)NC2C3CC4CC(C3)CC2C4)n1 (centres undefined)	105	-3	88	-6	100	101	·	-11	1.2
O=C(Cc1ccccc1)Nc1ccccc1N1CCN(c2ccccc2)CC1	99	-4	85	7	89	83	-4	-8	0.9
Cc1cc(=O)n2[nH]c(SCc3ccccc3)nc2n1	108	-10	96	6	99	94	-1	-10	1
O=C(O)c1cc2c(s1)CCCC2	124	-7	86	3	97	93	·	14	0.9
N#Cc1ccc(COC(=O)CSc2nnc(C3CCCCC3)n2N)cc1	106[fluorescence artefact?]	-9	78	15[fluorescence artefact?]	90	96	-2	-10	1.2
COc1cc(C2C(C#N)=C(N)Oc3n[nH]c(C)c32)cc2c1OCO2 (centres undefined)	103	15	81	2	104	103	0	17[fluorescence artefact?]	1

The list goes on.
SMILES	ERa SRC1 pot	ERa coact inh	H69AR growth 86K	Smad3 FoxH1 inh	HUVEC inhibit	Fibroblast inh	CD11b adhes enh	ERb coact inh	MT1-MMP txn act
CN(C)CCNc1oc(COc2cccc(Cl)c2)nc1C#N	101	-4	93	4	96	116	-1	-8[fluorescence artefact?]	1
CCOC(=O)CSc1nc2ccccc2n1CC(=O)NC(C)(C)C	96	8[fluorescence artefact?]	102	-15	89	96	-4	-1	1.1
COc1cc(-c2nc3n(n2)C(c2ccc(F)cc2)C2=C(CCCC2=O)N3)cc(OC)c1OC (centres undefined)	106	-10	59	12	67	93	-4	-8	1.3
COc1ccc(Cn2nnc3c(=O)[nH]c(C4CCCN(C(=O)c5ccccc5)C4)nc32)cc1 (centres undefined)	94[fluorescence artefact?]	4	79	-5	100	100	·	9	1.2
CC(=O)NC(Cc1ccc(F)cc1)C(=O)O (centres undefined)	117	4	·	4	97	100	·	17	1
Cc1cccc(OCC(=O)Nc2nnn(C)n2)c1C	106	-17	105	-5	99	104	·	-8	1.1
Nc1cc(=O)[nH]c(SCC(=O)Nc2ccc(Br)cc2)n1	111	-31	90	-2	104	97	2	-30	1.3
CCOC(=O)C1C(=O)CC(C)(O)C(C(=O)OCC)C1c1ccc2c(c1)OCO2 (centres undefined)	124	4	75	12	91	96	·	-8	1.1
CCc1ccc(NC(=O)c2cc(-c3ccc(OC)cc3)on2)cc1	119	10	93	-6	96	106	15	-8	·
Cc1ccc(C)c(N2CCN(Cc3nnnn3C3CCCCC3)CC2)c1	103	-4	93	7	102	94	0	2	1.1
Cc1ccc(CNC(=O)CCCNC(=O)c2ccc(Cl)cc2)n1C	126	-5	96	-8	101	106	1	9	1.2
OC(CN1CCCCC1)Cn1c(C(F)(F)F)nc2ccccc21 (centres undefined)	112	-2	90	6	94	97	-3	3	1.1
O=C(COC(=O)c1n[nH]c2ccccc12)Nc1ccc(S(=O)(=O)N2CCCC2)cc1	162	23	83	14	109	100	42	13	1.1
O=C(NCCSCc1ccccc1)c1ccc(Cl)c(S(=O)(=O)N2CCOCC2)c1	95	2	73	0	93	93	·	-2	1.1
COc1ccc(S(=O)(=O)N2CCN(c3cc(-c4ccccc4)nc4ncnn34)CC2)cc1	166[fluorescence artefact?]	19[fluorescence artefact?]	62	8	94	94	-3	33[fluorescence artefact?]	1.1
COC(=O)Cn1c(CN2CCOCC2)nc2c1c(=O)[nH]c(=O)n2C	116	-9	84	5	87	99	-4	13	1
CN1CC[n+]2cnc3ccccc3c21	100[fluorescence artefact?]	-11	97	2	101	108	-2	-9	1.1
COc1ccc(C(=O)Nc2cc(Cl)ccc2Cl)c(OC)n1	100[fluorescence artefact?]	4[fluorescence artefact?]	82	-15	87	94	57	7	1.2
CC(=O)c1ccc(OCC(C)C)c(CC(C(N)=O)C(N)=O)c1	112	17	79	0	98	92	8	20	1.2
COc1cccc(-c2cc(C(=O)N3CCc4ccccc4C3)no2)c1	94	-2	99	4	119	100	5	10	1.1
Cc1nn(C(C)C(=O)NCCCc2ccccc2)c(=O)c2cc3occc3n12 (centres undefined)	98	-4	95	0	95	97	-2	-15	1.1
O=C1c2ccccc2OC2(C=Cc3ccccc3O2)N1Cc1ccccc1 (centres undefined)	94	0	12*	-1	62	93	-3	9	0.9
CCN(CC)c1ccc(N2C(=O)/C(=C/c3cccs3)SC2=S)cc1	113	-2	98	-7	100	91	4	-6	1.1
COc1ccc(CN2CCCCC2C)cc1C (centres undefined)	99[fluorescence artefact?]	16	89	23[fluorescence artefact?]	89	100	-3	-3	0.9
N#CC1=C(N)C(C#N)(C#N)[C@H](c2ccncc2)[C@H]2CC3(CC=C12)OCCO3	118	-7	·	-6	92	89	-4	3	1.1

Another view of some results above.
Each structure is followed by: ERa SRC1 pot	ERa coact inh	H69AR growth 86K	Smad3 FoxH1 inh	HUVEC inhibit	Fibroblast inh	CD11b adhes enh	ERb coact inh	MT1-MMP txn act
CCOC(=O)CSc1nc2ccccc2n1CC(=O)NC(C)(C)C
 : 96	8[fluorescence artefact?]	102	-15	89	96	-4	-1	1.1
COc1ccc(-c2nc3oc4cc(OC)ccc4c(=O)c3c(=O)n2Cc2ccco2)cc1
 : 86	42	3.8*	16	102	100	1	23	1.1
CC1CC(C)CN(CCCNC(=O)c2ccc3c(c2)NC(=O)C(N2CCCCC2)S3)C1 (centres undefined)
 : 99	-9	102	-10	100	107	13	3[fluorescence artefact?]	1.1
Cc1ccc(CNC(=O)CCCNC(=O)c2ccc(Cl)cc2)n1C
 : 126	-5	96	-8	101	106	1	9	1.2
Cc1cccc(OCC(=O)Nc2nnn(C)n2)c1C
 : 106	-17	105	-5	99	104	·	-8	1.1
Cc1cn(C2CC3OCC3O2)c(=O)[nH]c1=O (centres undefined)
 : 113	-11	97	0	90	99	-2	-8	1.1
CCc1ccc(NC(=O)c2cc(-c3ccc(OC)cc3)on2)cc1
 : 119	10	93	-6	96	106	15	-8	·

(continued)
SMILES	ERa SRC1 pot	ERa coact inh	H69AR growth 86K	Smad3 FoxH1 inh	HUVEC inhibit	Fibroblast inh	CD11b adhes enh	ERb coact inh	MT1-MMP txn act
CCc1ccc(NC(=O)C2CC(=O)N=C(N)S2)cc1 (centres undefined)	101	-22	97	1	102	98	-1	-17[fluorescence artefact?]	1
COC(=O)Cn1c(CCS(=O)(=O)c2ccc(C)c(C)c2)nc2ccccc21	116	2[fluorescence artefact?]	80	-3	106	99	1	3[fluorescence artefact?]	1.1
Cc1cc(C)nc(SCC(=O)Nc2ccc(S(=O)(=O)Nc3onc(C)c3C)cc2)n1	116	-7	103	6	84	100	-2	-2	·
Cc1cccn2c(=O)c3cc(C(=O)NCc4cccnc4)c(=N)n(C(C)C)c3nc12	105[fluorescence artefact?]	0[fluorescence artefact?]	84	6	103	98	1	5	1.1
S=C1N(c2ccccc2)C(c2cccc3ccccc23)N2CCCN12 (centres undefined)	111	-7	101	0	98	94	-2	-16	1.2
O=C(C1COc2ccccc2O1)N1CCN(c2ccc(F)cc2)CC1 (centres undefined)	110	-7	96	1	101	100	0	-6	1.2
C=CCn1c(SCC(=O)c2c(N)n(CCC)c(=O)n(C)c2=O)nc2sc(CC)cc2c1=O	445*[fluorescence artefact?]	49	7.7*	-88[fluorescence artefact?]	83	46*	8	37[fluorescence artefact?]	·
COc1cccc(N2C(=O)Nc3ccccc3C2(O)C(=O)NCc2ccc3c(c2)OCO3)c1 (centres undefined)	99	1	103	0	108	108	-1	7	1.2
COc1ccc(C(CC(=O)O)NC(=O)c2ccccc2)cc1OC (centres undefined)	131	18	96	2	105	98	5	21[fluorescence artefact?]	1.1
CO[C@@]1(NC(=O)CSCC#N)C(=O)N2C(C(=O)O)=C(CSc3nnnn3C)CS[C@@H]21	98	-3	87	-4	96	88	·	1	1.1
CN(C)c1nc(SCC#N)nc(N(C)C)n1	112[fluorescence artefact?]	-1	·	-7	89	92	·	0[fluorescence artefact?]	1
CC(C)(C)c1ccc(-c2nnc(SCC(=O)c3ccc4c(c3)OCCO4)o2)cc1	110[fluorescence artefact?]	1	92	7	120	101	·	0	1
CCC(C)NC(=O)C1c2ccccc2C(=O)N1Cc1ccccc1OC (centres undefined)	105	-48	92	-3	87	94	0	-24	1.2
COc1ccc(NC(=O)CN2CCN(CC(=O)Nc3cc(OC)cc(OC)c3)CC2)cc1	111	-11	79	-2	95	96	-3	-7	1.1
COCCN1Cc2cccc(C(=O)Nc3ccc(C)c(C)c3)c2C1=O	110	-2	76	13	96	106	-2	-4	1.1
CCOC(=O)C1=C(CSc2nc(-c3ccccc3)ccc2C#N)OC(N)=C(C#N)C1c1cccnc1 (centres undefined)	180	4	79	1	88	92	0	0	1.3
CCN(CCCNC(=O)c1c(C)cc(=O)oc1C)c1ccccc1	106	-1	85	1	90	86	-2	-9	1.2

Screening results deposited in PubChem by several laboratories.
